Gal4-VP16 FLuc: inhibits Gal4-VP16 luciferase reporter, ROR gamma counter-screen | 310,000 compounds, 3.5% hits | Potency, µM (highest dose often 53.6 µM), without a hit: top-dose activity, negative = inhibition, actives largely listed as inhibitors | Drosophila S2 Gal4-VP16 UAS-luciferase, luminescence, 20 h;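 also: Gal4-VP16 expression switched on by copper sulfate through the metallothionein promoter; % is scaled to controls: 0 for no effect and ±100 for the full control effect; nearly all actives have a fitted effect of over 50% in size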
FLuc counter: counter-screen for miR-21 project: firefly luciferase inhibitors or activators. purified FLuc, Km substrates, luminescence inhibition. P08659. Potency, µM (doses to about 57.5 µM), without a hit: top-dose activity change, negative = inhibition, most hits filed as inhibitors. 360,000 compounds, 6.9% hits;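 also: plate controls were vehicle for no effect and reference inhibitor for full effect; nearly all actives have a fitted effect of over 55% in size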
Target sequence (P08659 whole entry, looked up): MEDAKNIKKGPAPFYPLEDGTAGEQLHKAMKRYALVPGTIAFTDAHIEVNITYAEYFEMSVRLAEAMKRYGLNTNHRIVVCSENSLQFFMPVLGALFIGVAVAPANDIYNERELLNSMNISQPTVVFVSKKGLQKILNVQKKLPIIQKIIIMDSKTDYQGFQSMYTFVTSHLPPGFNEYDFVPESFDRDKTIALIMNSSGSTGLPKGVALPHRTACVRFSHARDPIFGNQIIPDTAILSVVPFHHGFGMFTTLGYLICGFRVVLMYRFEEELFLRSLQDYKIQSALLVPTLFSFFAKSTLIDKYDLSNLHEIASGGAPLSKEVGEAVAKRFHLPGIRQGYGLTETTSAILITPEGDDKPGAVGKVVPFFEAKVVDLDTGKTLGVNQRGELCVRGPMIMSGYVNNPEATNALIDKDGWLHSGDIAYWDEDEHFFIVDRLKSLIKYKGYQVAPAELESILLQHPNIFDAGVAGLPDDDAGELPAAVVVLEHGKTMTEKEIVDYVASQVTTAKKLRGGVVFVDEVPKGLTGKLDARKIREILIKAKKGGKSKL
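Purified P. pyralis luciferase (10nM final) with 10uM D-luciferin and 10uM ATP (Km levels) in 50mM Tris acetate pH 7.5, 10mM Mg acetate, 0.01% Tween-20, 0.05% BSA; qHTS 6-point titration, ~60 µM downward; luminescence read.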
BRCA1 expr up: BRCA1 expression activation; MCF7-BRCA1-FFLuc reporter, luminescence, 48 h; response scale: scaled: vehicle 0%, 10 µM genistein 100%; Potency, µM (highest dose often 46.1 µM), without a hit: top-dose activation, usual class: activators; 380,000 compounds, 1.1% hits; AID 624202; also: nearly all actives have a fitted effect of over 80% in size; some results filed as inactive show a strong effect at the top dose
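MCF7-BRCA1-FFLuc cells, 2000/well in phenol-red-free MEM, attached 2 h then treated 48 h at 37 C. Luciferase luminescence read 15 min after reagent; normalized to genistein maximum activation (10microM) and DMSO, concentration-response fitted.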
Rab9 promoter act: Rab9 promoter activation; Huh7 Rab9 promoter-luciferase reporter, luminescence, 24 h; Potency, µM (highest dose often 9.22 µM), without a hit: at the highest dose activation, negative = inhibition, most hits filed as activators; 320,000 compounds, 2.8% hits; also: % of control where 0% means no effect; nearly all actives have a fitted effect of over 60% in size
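Cells were plated at 1500 per well in reduced-serum medium with 10% FBS and left 2 h. Compound in DMSO was then added for 24 h at 37 °C. Reporter signal was read by luminescence after 10 min with luciferase detection reagent.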
MLL CXXC-DNA inh: MLL CXXC-DNA interaction inhibition; MLL-CXXC / FITC-HOXA9 DNA fluorescence polarization; Potency, µM (top dose mostly 115 µM), without a hit: at the highest dose activity change, negative = inhibition, most hits filed as inhibitors; 290,000 compounds, 0.037% hits; active = well fitted inhibition curve with a large enough effect in the polarisation, with a control signal flat, not every such curve was filed as active; inconclusive = small, poorly fitted or top-dose-only effect, or effect the other way, or a change in a side signal; inactive = no such curve, though single readings can be large or run the other way; the % refers to the polarisation
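Purified MLL-CXXC (added from a 7 uM solution) was preincubated 5 min at ambient with pinned compounds in 50 mM Tris-HCl pH 7.5, 50 mM NaCl, 1 mM DTT, 0.05% BSA. Fluorescein-labeled HOX-A9 DNA (50 nM solution) followed, 30 min, then polarization read.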
MBNL1 CUG block: inhibitors of human MBNL1 binding to CUG repeat RNA | Q9NR56 | TR-FRET MBNL1-His/biotin-(CUG)12 binding, 665/545 ratio | Potency, µM (titrated, usually from 57.5 µM), for the others: top-dose activity change, negative = inhibition, hits mostly inhibitors | 280,000 compounds, 0.036% hits | AID 2675; active = well fitted inhibition curve with a large enough effect in the signal ratio, with a control signal flat, not every such curve was filed as active; inconclusive = small, poorly fitted or top-dose-only effect, or effect the other way, or a change in a side signal; inactive = no such curve, though single readings can be large or run the other way; the % refers to the signal ratio; also: % is scaled to controls: 0 for no effect and ±100 for the full control effect
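TR-FRET readout: Ex 340 nm, 665/545 nm emission ratio, normalized to buffer-only (basal) and MBNL1-(CUG)12 controls. Complex of MBNL1-His with Biotin-(CUG)12, compounds 92 nM–58 uM, incubated 60 min at room temperature.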
NPC1 promoter act: activators of NPC1 promoter; Huh7 NPC1 promoter luciferase reporter, 24 h; Potency, µM (highest dose often 9.22 µM), inactives show at the top dose activation, hits mostly activators; 320,000 compounds, 2.4% hits;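 also: % of control where 0% means no effect; nearly all actives have a fitted effect of over 60% in size; reporter is driven by a mutant NPC1 promoter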
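Stable NPC1-promoter luciferase Huh7 line; cpd (DMSO) 24 h, 37 °C, 5% CO2; Amplite luciferase reagent 10 min RT; luminescence readout. qHTS format.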
uPA generation: blocks generation of uPA at the cell surface; Potency, µM (series often up to 38.3 µM), without a hit: at the highest dose activity change, negative = inhibition, usual class: inhibitors; cell surface uPA generation assay, qHTS; 330,000 compounds, 0.31% hits; active = well fitted inhibition curve with a large enough effect; inconclusive = small, poorly fitted or top-dose-only effect; inactive = no such curve, though single readings can be large or run the other way; tested in mouse RAW 264.7 cells; also: % is scaled to controls: 0 for no effect and ±100 for the full control effect; nearly all actives have a fitted effect of over 55% in size
RORgamma inh: blocks mouse ROR gamma transcriptional activity; 310,000 compounds, 5.4% hits; Drosophila S2 Gal4-RORgamma UAS-luciferase reporter, 20 h; Potency, µM (highest dose often 53.6 µM), for the others: at the highest dose activity change, negative = inhibition, actives largely listed as inhibitors; AID 2551; P51450; also: % is scaled to controls: 0 for no effect and ±100 for the full control effect; nearly all actives have a fitted effect of over 60% in size
Target sequence (P51450 whole entry, looked up, the tested form may be a part): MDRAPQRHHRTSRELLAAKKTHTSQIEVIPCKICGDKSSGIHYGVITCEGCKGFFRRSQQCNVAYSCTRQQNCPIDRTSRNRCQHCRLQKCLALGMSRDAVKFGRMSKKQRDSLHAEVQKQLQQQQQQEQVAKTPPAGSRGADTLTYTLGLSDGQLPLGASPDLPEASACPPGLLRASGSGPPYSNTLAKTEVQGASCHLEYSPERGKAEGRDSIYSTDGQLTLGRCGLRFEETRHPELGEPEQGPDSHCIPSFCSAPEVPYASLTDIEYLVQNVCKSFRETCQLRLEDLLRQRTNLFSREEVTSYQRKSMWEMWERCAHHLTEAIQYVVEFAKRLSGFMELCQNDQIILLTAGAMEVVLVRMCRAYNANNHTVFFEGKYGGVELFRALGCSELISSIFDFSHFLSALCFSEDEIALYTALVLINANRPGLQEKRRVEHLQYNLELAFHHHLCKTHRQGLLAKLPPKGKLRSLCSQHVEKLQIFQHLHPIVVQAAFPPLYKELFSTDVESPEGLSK
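Schneider cells (Drosophila), stable Gal4 DBD–ROR gamma + UAS-luc; 1 hr cmpd preincubation; Cu2+ induction 700 uM final; 20 hr ambient; luminescence.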
ELG1 genotoxic: inducers of genotoxicity in HEK293T ELG1-luciferase cells; Potency, µM (top dose mostly 46 µM), for the others: top-dose activity change, positive = activation, hits mostly activators; 330,000 compounds, 1.3% hits; AID 504466; HEK293T ELG1-luciferase reporter, luminescence, 16 h; also: % of control where 0% means no effect; nearly all actives have a fitted effect of over 60% in size
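HEK293T cells expressing luciferase-tagged ELG1 were treated with compound or DMSO for 16 hr at 37°C. Luciferase activity was then read after 30 min with ONE-Glo at room temperature; rising signal flags genetic stress.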
p53 reactivator: re-activators of mutant p53 | Potency, µM (highest dose often 92.2 µM), without a hit: at the highest dose activity change, positive = activation, actives largely listed as activators | AID 504706 | 320,000 compounds, 0.063% hits | H1299 p53-A138V BP100-luciferase reporter, luminescence, 24 h; also: % of control where 0% means no effect; nearly all actives have a fitted effect of over 45% in size
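p53-null H1299 cells stably carrying temperature-sensitive p53-A138V and a BP100-luciferase reporter were pinned with compounds (4-point, 1:5 series) and held 24 hrs at 37 deg C. Luminescence was read 10 min after detection reagent.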
Numbers without * were called inactive; ? = inconclusive; / = not tested or not shown; & = joins results of further samples; [ ] = remark or other dose. Unless noted, calls follow the shape of the dose curve; as a rule, active = well fitted curve in the direction sought with a large enough effect; inconclusive = small, poorly fitted or top-dose-only effect, or another doubt; inactive = no such curve, though single readings can be large; an effect the other way counts as inactive or inconclusive. Potency is read from the fitted curve at half-maximal effect. An excerpt (hit frequency here may not be typical).

cpd	smiles	Gal4-VP16 FLuc	FLuc counter	BRCA1 expr up	Rab9 promoter act	MLL CXXC-DNA inh	MBNL1 CUG block	NPC1 promoter act	uPA generation	RORgamma inh	ELG1 genotoxic	p53 reactivator
1	Cc1cc(N2C(=O)[C@@H]3[C@H](C2=O)[C@@H]2C[C@H]3C(Br)C2Br)no1 (some centres not stated)	1%	2%	-4%	-1%	-2%	/	1%	9%	-16%	-2%	0%
2	C/C(=N\n1nnnc1Nc1ccccc1)c1ccc(N)cc1	-2%	2%	/	-5%	-5%	-10%	-6%	/	5%	4%	1%
3	CSc1ccccc1C(=O)OCC(=O)NC1CCS(=O)(=O)C1 (configuration not stated)	-11%	2%	-13%	-3%	-2%	-2%	-5%	-1%	-12%	-5%	3%
4	Cc1ccccc1-c1nc(CN2CCCC(C(=O)NCc3cccnc3)C2)c(C)o1 (configuration not stated)	-21%	-1%	2%[1.84 µM]	-4%	-6%	-3%	-3%	2%	4%	-8%	-3%
5	Cn1nc([N+](=O)[O-])nc1Sc1ccc(C(C)(C)C)cc1	4%	0%	-9%	14%	0%	?	-6%	8%	?	-2%	2%
6	CCc1nnc(NC(=O)c2cnccn2)s1	-5%	-1%[2.3 µM]	3%	6%	-10%	5%	12%	-6%	37%	7%	25%
7	O=c1[nH]c2ccc(NC(=S)Nc3ccc(Cl)cc3)cc2[nH]1	1%	0%	10%	-3%	11%	3%	1%	3%	-2%	-1%	-3%
8	O=C(Nc1ccc(N2CCOCC2)c(Cl)c1)c1ccccc1F	?	9.5µM*	?	3.5µM*	-2%	-1%	3.2µM*	-12%	9%	5.2µM*	?

Additional records follow.
cpd	smiles	Gal4-VP16 FLuc	FLuc counter	BRCA1 expr up	Rab9 promoter act	MLL CXXC-DNA inh	MBNL1 CUG block	NPC1 promoter act	uPA generation	RORgamma inh	ELG1 genotoxic	p53 reactivator
9	Cc1ccc(S(=O)(=O)N2CCCCC2C(=O)N(C)c2ccccc2)cc1 (configuration not stated)	2%	10%	-4%	1%	/	-7%	-1%	-6%	-15%	1%	/
10	COCCN(C(=O)COC(=O)CCS(=O)(=O)c1ccccc1)c1c(N)n(Cc2ccccc2)c(=O)[nH]c1=O	/	-2%	5%	-1%	/	/	-2%	1%	/	-1%	-2%
11	COc1ccc(CC(=O)N(C)Cc2cccc(OC)c2OC)cc1S(=O)(=O)N1CCOCC1	/	7%	-10%	-4%	/	/	-1%	-1%	/	1%	1%
12	CCCOc1cccc(C2/C(=C(/O)c3ccncc3)C(=O)C(=O)N2CCCN(C)C)c1 (configuration not stated)	7%	8%	/	-4%	4%	2%	0%	/	8%	5%	2%
13	CCn1c(C(=O)N2CCCC(C(=O)NCCc3ccc(C)cc3)C2)cc2sccc21 (configuration not stated)	-7%	-1%	-91%[inhibitor]	5%	9%	2%	-2%	-5%	?	-12%	-16%
14	COCCN(C(=O)COC(=O)c1cccnc1Cl)c1c(N)n(Cc2ccccc2)c(=O)[nH]c1=O	/	4%	1%	0%	/	/	1%	0%	/	3%	-3%
15	O=C(Oc1ccccc1C(=O)N1CCOCC1)c1ccccc1	-3%	0%	-8%	-5%	34%[activator]	-4%	-1%	/	12%	2%	8%
16	CSc1nc2cc(Oc3cccc(Cl)c3Cl)c(Cl)cc2[nH]1	?	?	-16%	0%	-2%&4%	-3%	0%	?	?	/	/

Molecules shown so far that have an aryl thioether with sulfur outside any ring, in the order listed:
cpd	smiles	Gal4-VP16 FLuc	FLuc counter	BRCA1 expr up	Rab9 promoter act	MLL CXXC-DNA inh	MBNL1 CUG block	NPC1 promoter act	uPA generation	RORgamma inh	ELG1 genotoxic	p53 reactivator
3	CSc1ccccc1C(=O)OCC(=O)NC1CCS(=O)(=O)C1 (configuration not stated)	-11%	2%	-13%	-3%	-2%	-2%	-5%	-1%	-12%	-5%	3%
5	Cn1nc([N+](=O)[O-])nc1Sc1ccc(C(C)(C)C)cc1	4%	0%	-9%	14%	0%	?	-6%	8%	?	-2%	2%
16	CSc1nc2cc(Oc3cccc(Cl)c3Cl)c(Cl)cc2[nH]1	?	?	-16%	0%	-2%&4%	-3%	0%	?	?	/	/

Further compounds.
cpd	smiles	Gal4-VP16 FLuc	FLuc counter	BRCA1 expr up	Rab9 promoter act	MLL CXXC-DNA inh	MBNL1 CUG block	NPC1 promoter act	uPA generation	RORgamma inh	ELG1 genotoxic	p53 reactivator
17	COc1ccc(-c2cc3nc4n(c(=O)c3s2)CCCCC4)cc1	-18%	1.3µM*	32%	0.71µM*	-4%	?	0.63µM*	-3%	-11%	2.6µM*	12%
18	CN1C(=O)/C(=C\c2ccc(N(C)C)cc2)OC1=S	-5%	?	21%	?	?	23%	?	-4%	-11%	11%	/
19	CC(NCc1ccc2c(c1)OCO2)C(=O)NC1CCCc2ccccc21 (configuration not stated)	-1%	-2%	-14%	-12%	5%	-5%	-5%	-5%	-2%	-6%	0%
20	CCS(=O)(=O)Nc1ccc(C2=NN(C(=O)c3ccco3)C(c3ccc(C)cc3)C2)cc1 (configuration not stated)	18µM*	4%	-52%	4%	-2%	?	-2%	/	-21%	-2%	10%
21	CCOC(=O)C(C)Oc1cccc2c(=O)n(CC(=O)NCc3ccc(F)cc3)ccc12 (configuration not stated)	-4%	-2%	-54%	-20%	7%	-10%	-8%	0.32µM*	4%	?	5%
22	CCN(CC)CCNC(=O)c1cc2ccccc2nc1Cl	3%	1%	11%	-4%	-1%	-3%	-7%	-3%	8%	-1%	1%
23	Cc1cccc(C)c1NC(=O)CN(C)C(=O)CC1CC2CCC1C2 (configuration not stated)	/	5%	-18%	11%	/	/	0%	1%	/	3%	-3%
24	O=C(Nc1ccccn1)N1CCOCC1	-8%	-14%	-10%	3%	-16%	0%	-1%	1%	31%	2%	16%

Further compounds.
cpd	smiles	Gal4-VP16 FLuc	FLuc counter	BRCA1 expr up	Rab9 promoter act	MLL CXXC-DNA inh	MBNL1 CUG block	NPC1 promoter act	uPA generation	RORgamma inh	ELG1 genotoxic	p53 reactivator
25	Cc1ccc(C2(C(=O)N3CCC(n4nc(-c5ccccc5)oc4=O)CC3)CC2)cc1	-6%	0%	-16%	-3%	25%	3%	-4%	13%	-21%	-3%	-5%
26	COc1ccc(N2C(=O)CC(SC(C)C)C2=O)cc1 (configuration not stated)	0%	0%	-14%	2%	-4%	-3%[11.5 µM]	-2%	0%	5%	1%	12%
27	COc1ccc(-n2c(N)c(Br)c(=O)[nH]c2=O)cc1	-7%	1%	-1%	0%	4%	-2%	-4%	0%	?	-1%	2%
28	CCOC(=O)c1c(C)[nH]c(C)c1S(=O)(=O)NCCN1CCN(c2cc(Cl)ccc2C)CC1	-9%	1%	-87%	0%	2%	-3%	-1%	-4%	21%	-10%	-13%
29	CCCCSCCCNC(=O)c1ccc(CS(=O)(=O)c2ccc(OC)cc2)o1	-3%	2%	-22%	-6%	4%	1%	1%	5%	6%	-6%	-5%
30	CN(Cc1cccs1)C(=O)CSc1nc(N)cc(N)n1	4%	-5%	-4%	-1%	-3%	-5%	-4%	1%	12%	11%	-4%
31	COc1ccc(CN2C=C3C(=O)C(C)(OC(=O)C4CCCC4)C(=O)C=C3C=C2c2ccsc2)cc1 (configuration not stated)	3%	-2%	0%	2%	1%	?	-1%	7%	-5%	0%	1%
32	N#Cc1ccc(-c2ccc3c(c2)OCO3)nc1SCC(=O)OCc1ccccc1	-1%	2%	0%	25%	15%	50%[activator]	13%	3%	-2%	4%	8%

Entries of single compounds from above:
N#Cc1ccc(-c2ccc3c(c2)OCO3)nc1SCC(=O)OCc1ccccc1 is listed as Gal4-VP16 FLuc: -1%; FLuc counter: 2%; BRCA1 expr up: 0%; Rab9 promoter act: 25%; MLL CXXC-DNA inh: 15%; MBNL1 CUG block: 50%[activator]; NPC1 promoter act: 13%; uPA generation: 3%; RORgamma inh: -2%; ELG1 genotoxic: 4%; p53 reactivator: 8%
CN(Cc1cccs1)C(=O)CSc1nc(N)cc(N)n1 is listed as Gal4-VP16 FLuc: 4%; FLuc counter: -5%; BRCA1 expr up: -4%; Rab9 promoter act: -1%; MLL CXXC-DNA inh: -3%; MBNL1 CUG block: -5%; NPC1 promoter act: -4%; uPA generation: 1%; RORgamma inh: 12%; ELG1 genotoxic: 11%; p53 reactivator: -4%

Assay outcomes deposited in PubChem by National Center for Advancing Translational Sciences (NCATS).
